Compound activity: PubChem BioAssay, several laboratories
PKA-R2B act = activators of human PKA-R2B complex; hit rate 0.079% among 340,000; PKA-R2B holoenzyme dissociation, Cy5-IP20 fluorescence polarization; R2B truncated from residue 108, S112A mutant; 0% DMSO only, 100% 113 µM cGMP; activation, % at 11.4 µM; P22694+P31323; AID 504700;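 active = activation above a cutoff set at the mean over all compounds plus 3 SD, cut at about 18% in these data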;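 note: higher means more holoenzyme dissociation and a rise in polarization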
Target sequence (P31323 whole entry, looked up, other chains not shown, the tested form may be a part): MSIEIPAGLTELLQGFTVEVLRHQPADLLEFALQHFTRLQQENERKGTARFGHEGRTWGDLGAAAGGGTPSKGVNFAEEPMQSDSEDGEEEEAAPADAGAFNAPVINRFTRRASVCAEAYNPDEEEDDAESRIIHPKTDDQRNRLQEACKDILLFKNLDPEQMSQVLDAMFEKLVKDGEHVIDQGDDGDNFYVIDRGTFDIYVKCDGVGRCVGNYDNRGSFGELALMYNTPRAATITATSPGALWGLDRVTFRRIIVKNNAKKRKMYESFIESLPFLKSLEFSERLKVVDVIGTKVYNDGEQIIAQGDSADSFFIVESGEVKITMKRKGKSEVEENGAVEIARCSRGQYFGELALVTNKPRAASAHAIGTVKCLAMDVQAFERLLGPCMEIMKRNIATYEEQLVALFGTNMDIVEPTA
NSD2 HMT inh = blocks human histone methyltransferase NSD2. inhibition, % at 12.5 µM. hit rate 0.54% among 310,000. NSD2 peptide methylation, AlphaScreen, 120 min. O96028; in the data active = inhibition above about 50%
Arr AP2 block = human beta-arrestin and AP2 interaction inhibition. FITC-arrestin peptide / GST-AP2 beads, flow cytometry; AP2 beta2 appendage carries R879A mutation. inhibition, % at 10 µM. hit rate 0.31% among 340,000;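 active = inhibition above a set limit, near 3 SD of compounds lacking own fluorescence, cut at about 54% in these data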;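 note: plate controls were DMSO wells for no effect and 5 µM unlabelled arrestin peptide for full effect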
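Assay system: GST-AP2 R879A bound to glutathione beads, E. coli-expressed; Medium: PBS with 0.05% Tween 20 and 0.1% BSA; Also added: fluorescein-tagged arrestin peptide at 50 nM final; Timing: 12 min plus 1 h, RT; Measured by: flow cytometry, FL1 (488/535 nm); Evaluation: percent drop in bead-associated FITC signal.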
dFosB act = enhances mouse delta FosB homodimer DNA binding. P13346. purified delta FosB, TAMRA-CDK5 oligo fluorescence polarization; percent of positive-control signal above neutral wells. activation, % at 25 µM. hit rate 0.99% among 340,000. AID 493131;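 active = mean activation above about 17%, with every replicate also reaching it, limit read from the data, passing the limit was not always enough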;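 note: fluorescence polarization rise as delta FosB binds a TAMRA Cdk5 AP-1 oligo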
PKA-R1A activ = activators of PKA-R1A complex | P00514+P68181 | PKA-R1A dissociation, Cy5-IP20 fluorescence polarization; scaled: DMSO 0%, 113 µM cGMP 100% | activation, % at 11.4 µM | hit rate 0.083% among 340,000;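 active = percent activation above the mean of all tested compounds plus 3 SD, cut at about 19% in these data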;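 note: higher means more PKAc released from R1A so a rise in polarization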
MITF act = increases MITF-driven TRPM1 promoter luciferase signal | SK-MEL-5 TRPM1-promoter luciferase, 24 h; % of positive control, neutral wells = 0 | activation, % at 12.5 µM | hit rate 0.75% among 300,000 | AID 588334;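 active = mean activation of at least 80% with every replicate also reaching 80%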;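 note: 0% = neutral control wells and 100% = parthenolide positive control wells; values of inactives mirror those of a sister screen read the other way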
Mot1-301 SUMO = blocks SUMOylation pathway, rescuing yeast Mot1-301 growth; hit rate 1% among 320,000; S. cerevisiae Mot1-301 growth rescue, ATP luminescence, 38.5C; percent above DMSO median, 100 means doubled; growth rescue, % at 18.8 µM;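 active = every valid replicate shows activation above 250% relative to neutral control wells; inactive = the rest, any valid replicate at or below 250%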;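 note: OY570 slx delta 5 strain wells were the positive control but not used for scaling; some compounds called inactive have numbers as strong as hits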
SR-BI DiI inh = mouse SR-BI HDL lipid transfer inhibition; inhibition, % at 12.5 µM; hit rate 0.96% among 320,000; Q61009; AID 488896; ldlA[mSR-BI] CHO cells, DiI-HDL uptake fluorescence, 3 h;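 active = mean replicate inhibition of at least 70% and a set share of replicates each scoring 70 or more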;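 note: 0% = median of neutral control wells and 100% = median of positive control wells; values of inactives mirror those of a sister screen read the other way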
Target sequence (Q61009 whole entry, looked up): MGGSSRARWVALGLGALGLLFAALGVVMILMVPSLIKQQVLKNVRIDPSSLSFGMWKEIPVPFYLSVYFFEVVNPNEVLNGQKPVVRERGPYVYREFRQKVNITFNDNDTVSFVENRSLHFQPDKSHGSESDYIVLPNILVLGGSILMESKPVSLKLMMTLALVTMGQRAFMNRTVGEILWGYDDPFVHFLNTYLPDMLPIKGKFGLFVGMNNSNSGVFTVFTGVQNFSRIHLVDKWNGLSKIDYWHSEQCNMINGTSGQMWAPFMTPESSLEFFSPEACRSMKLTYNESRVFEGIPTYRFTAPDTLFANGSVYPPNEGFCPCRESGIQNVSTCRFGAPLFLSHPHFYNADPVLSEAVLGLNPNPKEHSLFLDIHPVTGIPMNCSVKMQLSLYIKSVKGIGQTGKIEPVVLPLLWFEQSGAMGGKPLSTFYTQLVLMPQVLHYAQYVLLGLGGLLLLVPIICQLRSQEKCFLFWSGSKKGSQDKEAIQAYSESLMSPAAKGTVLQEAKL
Pemphigus Ab inh = human desmoglein-3 autoantibody binding inhibition. P32926. DSG3-coupled beads, scFv-anti-DSG3-GFP binding, flow cytometry; hits give low values. binding (percent of control), % at 10 µM. hit rate 0.48% among 310,000;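 active = binding more than 3 SD below its plate's average and above zero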;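 note: hits lower antibody fragment binding to DSG3; some compounds called inactive have numbers as strong as hits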
CDK5 p35 inh = inhibitors of human CDK5/p35 kinase; AID 488839; Q00535+Q15078; Recombinant CDK5/p35, ADP-Glo luminescence, 60 min; inhibition, % at 10 µM; hit rate 0.01% among 330,000;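 active = highest replicate inhibition of at least 50% and at least 75% of replicates reaching 50%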;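 note: plate controls were DMSO neutral control for no effect and GW8510 at 10 µM for full effect; many of its hits are not listed in these tables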
SR-BI DiI-HDL act = SR-BI HDL lipid transfer activation. CHO ldlA[mSR-BI] cells, DiI-HDL uptake fluorescence, 3 h; 100 = double the neutral-control signal. activation, % at 12.5 µM. hit rate 0.096% among 320,000. AID 504775;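 active = mean replicate activation of at least 60% and every replicate at or above 60%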;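 note: 0% = median plate neutral-control signal and 100% = twice that signal; values of inactives mirror those of a sister screen read the other way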
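Material: SR-BI-overexpressing, LDLR-lacking CHO cells; schedule: compound exposure 3 h, 37 °C; reagent: DiI-labelled HDL at 10 µg/mL final; technique: bottom-read fluorescence, 550/595 nm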
Numbers without * were called inactive; nt = no result given.

SMILES	PKA-R2B act	NSD2 HMT inh	Arr AP2 block	dFosB act	PKA-R1A activ	MITF act	Mot1-301 SUMO	SR-BI DiI inh	Pemphigus Ab inh	CDK5 p35 inh	SR-BI DiI-HDL act
CC1CC(c2ccccc2)n2nc(NC(=O)CCc3ccccc3)nc2N1 (stereo not drawn)	3	3	-1	-6	-3	-12	7	-31	122	1.2	31
Cc1oc(S(=O)(=O)N2CCOCC2)cc1C(=O)Nc1ccc(F)cc1	5	-1	-13	5	-2	1	-14	28	112	0.9	-28
COc1ccc(S(=O)(=O)N(C)C)cc1NC(=O)C1CCN(c2ncnc3sc(C)c(C)c23)CC1	-9	nt	-21	47*	-10	-1	nt	60	101	1.0	-60
CC(C)(C)c1ccc(C(=O)N2CCCN(c3ccc([N+](=O)[O-])cn3)CC2)cc1	5	4	0	-9	2	-11	15	9	nt	-0.8	-9
CCN1CCCC1CNC(=O)CCNC(=O)c1cc(OC)c(OC)c(OC)c1 (stereo not drawn)	-12	2	3	-9	5	2	-1	-23	103	-2.7	23
CC(C)CC(=O)NC(=S)Nc1nc(-c2cccc3ccccc23)cs1	-7	-4	7	-7	-1	-22	-17	22	99	1.2	-22
COc1cc(/C=N/n2cnnc2)ccc1OCC(=O)N1CCOCC1	4	-1	-5	-7	-4	-3	-1	-3	101	2.2	3
O=C(N/N=C/c1ccccc1O)NC12CC3CC(CC(C3)C1)C2	-22	6	-3	-2	-7	136*	-6	-8	nt	-1.0	8
COc1ccc(-c2sc3ccc(N4CCOCC4)cc3c2C#CCCO)cc1	-9	nt	18	-5	-1	9	30	36	102	-1.0	-36
COC(=O)c1sccc1NC(=O)CC1C(=O)NCCN1C(=O)Nc1ccccc1 (stereo not drawn)	-9	-1	-4	4	-15	2	-13	-9	113	1.8	9
Nc1nc(SCCO)[nH]c(=O)c1NC(=O)c1ccc(Br)o1	-2	nt	11	-7	-5	1	9	-2	nt	-0.6	2
Cc1nnc2sc(-c3ccc(-c4ccc(Cl)c(C(F)(F)F)c4)o3)nn12	-2	13	15	-22	-4	9	15	-8	109	-0.3	8
O=C(COC(=O)CNC(=O)c1ccc(F)cc1)Nc1cccc(S(=O)(=O)N2CCCC2)c1	-1	-1	-25	-5	7	-10	3	6	74	-0.6	-6
O=C(OCC#CCSc1nnc(-c2ccccc2)o1)c1cccs1	-3	-2	29	-1	-8	8	nt	-23	104	0.2	23
CC(C)(C)c1ccc(S(=O)(=O)N2CCN(CC(O)COCC3CCCO3)CC2)cc1 (stereo not drawn)	6	-2	17	-6	12	8	3	-6	nt	0.3	6
Cc1ccc[n+](C(C)C(=O)c2ccc(Cl)cc2)c1 (stereo not drawn)	-1	0	-4	-2	-3	nt	1	6	123	0.1	-6
O=C(Cn1cc([N+](=O)[O-])cn1)NCC1CCCO1 (stereo not drawn)	-13	0	-8	1	8	-6	6	-27	103	0.0	27
CC(Nc1nc(=S)nc(Nc2ccc(F)cc2)[nH]1)c1ccccc1 (stereo not drawn)	-9	1	5	1	1	-4	-20	-2	101	0.7	2
CCc1nn(C(CC)C(=O)NCCCc2ccccc2)c(=O)c2cc3occc3n12 (stereo not drawn)	-4	-1	15	-5	0	-4	-6	18	94	-0.7	-18
COc1ccc(-n2nc(C(=O)NCC(=O)NC3CCCC(C)C3C)c3ccccc3c2=O)cc1 (stereo not drawn)	8	5	-6	-9	-1	-8	3	nt	128	-2.4	nt
O=C(NCc1cccs1)C(=O)c1cn(CC(=O)N2CCOCC2)c2ccccc12	3	-2	16	-4	-3	10	14	14	113	0.1	-14
Cc1ccc2nc(SCC(=O)NCc3ccco3)nc(=O)n2c1	-10	1	-19	4	-5	7	15	-30	106	-1.3	30
CC1(C)CC2CC(C)(CN2C(=S)NC(=O)c2ccccc2Cl)C1 (stereo not drawn)	-1	0	-11	1	-1	5	19	-10	111	0.8	10
C[C@H](CO)N1C[C@H](C)[C@@H](CN(C)S(=O)(=O)c2ccccc2)Oc2ccc(NC(=O)Nc3ccc(C(F)(F)F)cc3)cc2C1=O	-6	nt	-15	-18	-2	2	-18	-9	106	0.4	9

Entries shown so far that contain an NH in an aromatic ring, in the order listed:
SMILES	PKA-R2B act	NSD2 HMT inh	Arr AP2 block	dFosB act	PKA-R1A activ	MITF act	Mot1-301 SUMO	SR-BI DiI inh	Pemphigus Ab inh	CDK5 p35 inh	SR-BI DiI-HDL act
Nc1nc(SCCO)[nH]c(=O)c1NC(=O)c1ccc(Br)o1	-2	nt	11	-7	-5	1	9	-2	nt	-0.6	2
CC(Nc1nc(=S)nc(Nc2ccc(F)cc2)[nH]1)c1ccccc1 (stereo not drawn)	-9	1	5	1	1	-4	-20	-2	101	0.7	2

Further entries.
SMILES	PKA-R2B act	NSD2 HMT inh	Arr AP2 block	dFosB act	PKA-R1A activ	MITF act	Mot1-301 SUMO	SR-BI DiI inh	Pemphigus Ab inh	CDK5 p35 inh	SR-BI DiI-HDL act
COc1cc(CN2CCN(Cc3ccc(C)cc3)CC2)c([N+](=O)[O-])cc1OC	-5	11	0	-2	-11	3	7	-11	93	-0.8	11
COCCCN1C(=O)c2ccc(C(=O)OCC(=O)N3CCN(c4ccccc4)CC3)cc2C1=O	-11	-12	-11	-8	-12	1	-5	1	98	-1.1	-1
CCOc1ccc(-c2nnc(SCC(=O)N3CCOCC3)o2)cc1	1	0	7	5	-12	nt	-6	8	104	-1.3	-8
Cc1cnc(C(=O)OC(C)C(=O)c2c(C)[nH]c3ccccc23)cn1 (stereo not drawn)	7	-2	12	-6	-3	-7	10	5	nt	-0.5	-5
O=C(O)CSc1nc2ccc(Br)cc2[nH]1	-4	-1	-5	10	-8	12	nt	-18	89	1.1	18
COc1ccc(OC)c(/C=C/C(=O)OCC(=O)Nc2ccc(Cl)c(S(=O)(=O)N(C)C)c2)c1	-2	1	-31	-3	-11	-5	9	nt	102	0.2	nt
CSc1cccc(NC(=O)N2CCN(C)CC2)c1	1	10	-22	-4	5	10	2	-1	103	2.1	1
CCN(CC(=O)Nc1ccccc1C(F)(F)F)C(=O)CCSc1ccc(F)cc1	-1	27	-12	3	-6	3	54	35	99	1.1	-35
CCOc1ccc(S(=O)(=O)Nc2cccc(C(=O)NCCCN3CCCC3=O)c2)cc1	1	0	3	-5	6	-5	-9	-53	109	-1.3	nt
COc1cc2ncc(S(=O)(=O)c3ccccc3)c(N3CCCC(C)C3)c2cc1OC (stereo not drawn)	-9	nt	-1	-7	-15	nt	72	27	94	7.3	-27
CCN(CC)C(=O)C(=O)c1cn(CC(=O)NCC2CCCO2)c2ccccc12 (stereo not drawn)	-4	3	17	-3	-4	-6	-5	-14	115	0.6	14
COc1ccc(Br)cc1CNC(=O)C1CCC(=O)N1C(C)C (stereo not drawn)	-1	nt	3	-2	-9	1	4	-21	105	-0.5	21
C/C(=N\NC(=O)C1CC1)c1ccc(C)c(C)c1	-1	-1	-1	-16	-3	17	20	12	96	0.5	-12
COc1ccc(-c2cc(C(F)(F)F)nc(NCc3ccco3)n2)cc1OC	-1	nt	-12	-14	-8	15	-18	41	105	-1.1	-41
CCSc1c(-c2ccccc2)nc2c(C)cccc2c1C(=O)O	3	-1	27	0	4	8	-7	-33	118	-0.6	33
CCOc1ccc(-n2c(SCC(N)=O)nc3sc4c(c3c2=O)CCN(C)C4)cc1	4	3	0	-9	2	-2	3	-1	nt	-0.4	1
Cn1cccc1Cc1nnc(SCC(=O)NC2CCCC2)n1-c1ccc(F)cc1	-5	nt	-3	-4	4	8	18	7	109	1.9	-7
COc1ccc(C2C3=C(CCCC3=O)Nc3nc(C(F)(F)F)nn32)c(OC)c1OC (stereo not drawn)	-3	1	6	-5	-7	-13	1	-2	91	-2.6	2
CCNc1ccc(C(=O)OCC(=O)N2c3ccccc3NC(=O)C2(C)C)cc1[N+](=O)[O-]	2	4	2	3	-11	6	2	22	88	0.5	-22
CCCOc1ccc(N2C(=O)CC(N3CCN(CCN=CC4C(=O)CC(C)(C)CC4=O)CC3)C2=O)cc1 (stereo not drawn)	14	-5	-2	-6	-1	5	-3	8	97	-0.7	-8
O=C(NC1CCCCC1)N1CCCCCC1	-8	1	7	-1	2	6	8	-10	110	-1.2	10
CS(=O)(=O)N(CC(=O)N/N=C/c1cccs1)c1cccc(Cl)c1Cl	-18	1	-2	-10	-21	nt	-10	-26	nt	-0.6	26
COc1cc(Cl)c(C)cc1NC(=O)[C@@H]1CCCN1C(=O)c1cccs1	4	1	34	7	0	-12	2	40	97	1.0	-40
Cc1ccnc(N/C=C(/NC(=O)c2ccccc2)C(=O)N/N=C\c2ccc(Cl)cc2)n1	4	-1	0	19*	-4	-1	-2	nt	99	0.9	nt
Cc1cc(C(=O)OCC(=O)Nc2ccccc2Cl)c(C)o1	4	0	-9	-2	-3	22	12	10	nt	-2.4	-10
CCOC(=O)c1c(C)[nH]c(C2=NNC(=NC(C)COC)SC2)c1C (stereo not drawn)	5	4	8	-16	-3	9	150	17	104	-2.7	-17
C=CCc1cccc2cc(C(=O)Nc3ccc(F)cc3)c(=O)oc12	2	0	-1	-3	15	33	-10	8	119	-1.1	-8
O=C(CCn1c(=O)[nH]c2ccsc2c1=O)Nc1ccc(F)c(F)c1	-1	0	3	-4	3	19	-27	7	91	-3.1	-7
CC1(C)C2CCC1(C)C(OC(=O)CSc1nc(N)cc(=O)[nH]1)C2 (stereo not drawn)	-6	80*	7	-8	-2	-2	98	-20	94	-1.2	20
COc1cc2c(cc1OC)[C@H](C)N(C(=O)CSc1nc(O)c(C(C)C)c(=O)[nH]1)CC2	-6	nt	1	-9	0	2	-6	2	100	0.0	-2
O=C1CN(C(=O)COC(=O)c2ccccc2O)c2ccccc2N1	-3	0	5	-7	-7	-3	208	-5	87	-0.8	5
CCCCC(CC)C(=O)NCCCN1CCN(CCCNC(=O)C(CC)CCCC)CC1 (stereo not drawn)	3	nt	-5	2	-4	-3	8	-6	119	0.0	6
N/C(=N\OC(=O)c1ccc(Cl)c(Cl)c1)c1cccnc1	-22	-2	0	-11	-4	28	342	-11	111	-7.4	11
CC1Cc2ccccc2N1C(=O)CSc1nnnn1C1CCCC1 (stereo not drawn)	5	-10	5	-3	1	nt	4	15	102	-0.1	-15
Cc1ccc(NC(=O)CNC(=O)c2ccc(C)s2)nc1	-2	0	-10	5	1	7	-7	10	106	-2.3	-10
